HUVEC tox TNFa: HUVEC cytotoxicity counter-screen, TNF alpha stimulated; HUVEC TNFalpha-stimulated, Hoechst cell count, imaging; cell count reduction, % at 2 µM; AID 848; hit rate 0.17% among 93,000;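 active = cell count reduction exceeding the screen mean by over 5 SD, scaled to untreated wells per plate, cut at about 78% in these data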;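 also: cells counted after 24 h of TNF alpha exposure following the 1 h pretreatment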
CYP2C19 inh: inhibitors of human CYP2C19. CYP2C19 Supersomes, luciferin-H EGE luminescence, 30 min. P33261. AID 778. inhibition, % at 5 µM. hit rate 21% among 96,000;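 active = CYP2C19 inhibition above a set limit at 5 µM in the primary screen, cut at about 50% in these data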;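 also: plate controls were negative control wells for no effect and 2.5 mM tranylcypromine positive control for full effect; values of inactives mirror those of a sister screen read the other way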
Target sequence (P33261 whole entry, looked up): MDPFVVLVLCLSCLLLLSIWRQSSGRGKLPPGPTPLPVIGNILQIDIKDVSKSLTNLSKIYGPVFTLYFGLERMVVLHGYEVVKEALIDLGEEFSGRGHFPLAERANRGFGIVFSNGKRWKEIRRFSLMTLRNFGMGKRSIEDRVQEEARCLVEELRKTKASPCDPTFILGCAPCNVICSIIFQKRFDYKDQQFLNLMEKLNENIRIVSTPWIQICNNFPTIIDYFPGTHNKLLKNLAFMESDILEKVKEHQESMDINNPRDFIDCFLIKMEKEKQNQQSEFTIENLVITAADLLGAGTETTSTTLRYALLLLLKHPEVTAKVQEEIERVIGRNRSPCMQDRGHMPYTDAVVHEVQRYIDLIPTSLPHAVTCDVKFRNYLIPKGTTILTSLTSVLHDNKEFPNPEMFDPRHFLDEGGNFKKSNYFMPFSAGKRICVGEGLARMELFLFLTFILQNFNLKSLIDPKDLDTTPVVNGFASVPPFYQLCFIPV
CYP2C19 act: activators of human cytochrome P450 2C19. activation factor at 5 µM. AID 1025. P33261. 96,000 tested, under 10 active. recombinant CYP2C19, luciferin-H EGE luminescence; hits give high values; 0 = fully inhibited enzyme, 1 = untreated enzyme;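 active = activation factor of at least 2 at 5 µM in the primary screen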;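 also: 0 = wells with 2.5 mM tranylcypromine and 1 = vehicle-only wells; values of inactives mirror those of a sister screen read the other way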
DAT uptake mod: changed human dopamine transporter uptake under cocaine IC80. Q01959. LLC-PK1 hDAT cells, [14C]-dopamine uptake with cocaine IC80; actives deviate in either direction. B-score at 10 µM. hit rate 1.3% among 110,000;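 active = Z score or B-score, a plate-position-corrected score, falls beyond the plate's 99.7% confidence bounds, in either direction; inactive = both scores lie inside the 99.7% bounds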;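 also: scored against the spread of the other compound wells on the same plate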
Calb biofilm kill: kills Candida albicans biofilms; C. albicans biofilm + clotrimazole, Alamar Blue; inhibition, % at 6 µM; hit rate 0.14% among 85,000; AID 834;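 active = inhibition above 20%; inactive = inhibition below 20%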;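 also: preformed 24 hr biofilms exposed to compound for 48 hr; 0% = biofilm without compound and 100% = blank killed by clotrimazole plus chlorhexidine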
CYP2C9 inhib: blocks human cytochrome P450 2C9. P11712. CYP2C9 Supersomes, luciferin-H conversion, luminescence. inhibition, % at 5 µM. hit rate 20% among 96,000;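 active = blocking of liver enzyme CYP2C9 beyond about 50% at 5 µM, limit read from the data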; also: values of inactives mirror those of a sister screen read the other way
Target sequence (P11712 whole entry, looked up): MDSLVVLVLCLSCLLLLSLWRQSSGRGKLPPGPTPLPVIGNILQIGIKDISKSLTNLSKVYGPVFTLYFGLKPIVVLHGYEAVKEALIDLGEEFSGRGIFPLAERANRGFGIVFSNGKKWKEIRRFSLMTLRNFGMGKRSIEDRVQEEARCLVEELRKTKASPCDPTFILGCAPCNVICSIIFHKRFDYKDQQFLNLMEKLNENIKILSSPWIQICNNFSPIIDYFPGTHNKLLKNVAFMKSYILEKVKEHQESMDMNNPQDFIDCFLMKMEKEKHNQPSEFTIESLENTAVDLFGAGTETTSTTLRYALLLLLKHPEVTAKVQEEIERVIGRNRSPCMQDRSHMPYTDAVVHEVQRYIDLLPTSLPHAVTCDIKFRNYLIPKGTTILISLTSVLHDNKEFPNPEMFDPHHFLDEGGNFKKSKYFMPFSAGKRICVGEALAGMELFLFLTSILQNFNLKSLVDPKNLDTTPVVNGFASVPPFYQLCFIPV
IL1B cytotox: toxic to HUVEC cells under IL-1B stimulation | HUVEC cell count loss, Hoechst imaging, IL-1B stimulated | cell count reduction, % at 2 µM | hit rate 0.41% among 94,000;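 active = cell count reduction more than 3 SD above the screen-wide mean, cut at about 70% in these data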;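 also: normalized per plate to untreated control cells as the no-loss baseline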
VCAM1 TNFa inh: reduces TNF alpha induced VCAM1 expression in HUVEC. HUVEC TNFa-induced VCAM-1 immunofluorescence, high-content imaging. inhibition, % at 2 µM. hit rate 0.48% among 95,000. AID 802;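 active = inhibition above the batch mean plus 3 SD, with images confirmed as a hit by eye, cut at about 37% in these data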;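 also: 0% = TNF-stimulated DMSO wells and 100% = unstimulated control wells; not every result past the cut was called active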
CYP2C9 act: CYP2C9 (human) activation; P11712; recombinant CYP2C9, luciferin-H conversion, luminescence; hits give high values; factor 1 = untreated enzyme, 0 = blocked; activation factor at 5 µM; hit rate 1.4% among 96,000;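 active = activation factor of 2 or more for CYP2C9 at a 5 µM dose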;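 also: 0 = sulfaphenazole-blocked wells and 1 = vehicle-only wells; values of inactives mirror those of a sister screen read the other way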
* hit, by the source's call.

What do the screens show for `CCOc1cc2[nH]c(=O)n(CCC(=O)NCc3ccc(OC)cc3)c(=O)c2cc1OCC`?
HUVEC tox TNFa: 3; CYP2C19 inh: -6; CYP2C19 act: 1.1; DAT uptake mod: -0.22; Calb biofilm kill: 13; CYP2C9 inhib: -2; IL1B cytotox: -13; VCAM1 TNFa inh: -9; CYP2C9 act: 1

Results for CC(CCc1ccco1)NC(=O)c1cc2c(-c3ccccc3F)nn(C)c2s1 (stereo unspecified) ?
HUVEC tox TNFa: 31; CYP2C19 inh: 78*; CYP2C19 act: 0.2; DAT uptake mod: 2.9*; Calb biofilm kill: 12; CYP2C9 inhib: 93*; IL1B cytotox: -5; VCAM1 TNFa inh: 10; CYP2C9 act: 0.1

How did O=C(Cc1ccc(Br)cc1)Nc1ccccc1Sc1ccccc1 do in these assays?
HUVEC tox TNFa: 1; CYP2C19 inh: 38; CYP2C19 act: 0.6; DAT uptake mod: 0.25; CYP2C9 inhib: 8; IL1B cytotox: -27; VCAM1 TNFa inh: -6; CYP2C9 act: 0.9

How did Cc1ccccc1Cn1c(=O)n(CCC(=O)NCc2ccc3c(c2)OCO3)c(=O)c2ccccc21 do in these assays?
HUVEC tox TNFa: -21; CYP2C19 inh: 32; CYP2C19 act: 0.7; DAT uptake mod: -0.2; Calb biofilm kill: 0; CYP2C9 inhib: 34; VCAM1 TNFa inh: -1; CYP2C9 act: 0.7

How did Cc1noc(C)c1CSc1nnnn1-c1ccc(Cl)cc1 do in these assays?
HUVEC tox TNFa: -34; CYP2C19 inh: 99*; CYP2C19 act: 0; DAT uptake mod: -0.17; Calb biofilm kill: -4; CYP2C9 inhib: 58*; IL1B cytotox: -15; VCAM1 TNFa inh: -14; CYP2C9 act: 0.4

How did CCOC(=O)C1CCN(c2c(NC3CCCCCCC3)c(=O)c2=O)CC1 do in these assays?
HUVEC tox TNFa: -16; CYP2C19 inh: 8; CYP2C19 act: 0.9; DAT uptake mod: 0.019; Calb biofilm kill: 1; CYP2C9 inhib: 13; IL1B cytotox: -16; VCAM1 TNFa inh: 10; CYP2C9 act: 0.9

What do the screens show for `COc1cccc(-c2csc(N3CCN(CC(=O)NNC(=O)c4ccc(Cl)cc4)CC3)n2)c1`?
HUVEC tox TNFa: 12; CYP2C19 inh: 35; CYP2C19 act: 0.6; DAT uptake mod: 0.36; CYP2C9 inhib: 12; IL1B cytotox: -22; VCAM1 TNFa inh: -14; CYP2C9 act: 0.9

How did CC(=O)N(CCCc1ccc(C(C)(C)C)cc1)CCCN(C)C do in these assays?
HUVEC tox TNFa: 74; CYP2C19 inh: 6; CYP2C19 act: 0.9; DAT uptake mod: -1.6; CYP2C9 inhib: 1; IL1B cytotox: 4; VCAM1 TNFa inh: 60; CYP2C9 act: 1

What do the screens show for `c1ccc(-c2cn3c(n2)CCC3)cc1`?
HUVEC tox TNFa: -46; CYP2C19 inh: -3; CYP2C19 act: 1; DAT uptake mod: 0.64; Calb biofilm kill: 0; CYP2C9 inhib: -11; IL1B cytotox: -2; VCAM1 TNFa inh: -19; CYP2C9 act: 1.1

How did C=CCOc1cccc(C2C(C(=O)c3ccco3)=C(O)C(=O)N2CCN(CC)CC)c1 (stereo unspecified) do in these assays?
HUVEC tox TNFa: -28; CYP2C19 inh: 17; CYP2C19 act: 0.8; DAT uptake mod: 0.018; CYP2C9 inhib: -11; IL1B cytotox: -20; VCAM1 TNFa inh: -10; CYP2C9 act: 1.1

How did CC(=O)c1c(C)n(CC(=O)NCc2ccc3c(c2)OCO3)c2ccccc12 do in these assays?
HUVEC tox TNFa: 7; CYP2C19 inh: 75*; CYP2C19 act: 0.3; DAT uptake mod: 2; Calb biofilm kill: 5; CYP2C9 inhib: 59*; IL1B cytotox: -25; VCAM1 TNFa inh: 0; CYP2C9 act: 0.4

How did N#CCSc1nnc(-c2ccccc2O)n1Cc1ccccc1 do in these assays?
HUVEC tox TNFa: -21; CYP2C19 inh: 51*; CYP2C19 act: 0.5; DAT uptake mod: 1.3; CYP2C9 inhib: 13; IL1B cytotox: -32; VCAM1 TNFa inh: 18; CYP2C9 act: 0.9

What do the screens show for `CCCn1c2ccccc2c2cc(C(=O)O)ccc21`?
CYP2C19 inh: -5; CYP2C19 act: 1; Calb biofilm kill: 2; CYP2C9 inhib: 30; CYP2C9 act: 0.7

What do the screens show for `CCOC(=O)/C=c1\s/c(=C\c2c(OCC)ccc3ccccc23)c(=O)n1CC(=O)NCC1CCCO1` (stereo unspecified)?
HUVEC tox TNFa: -33; CYP2C19 inh: 93*; CYP2C19 act: 0.1; DAT uptake mod: 0.98; Calb biofilm kill: 5; CYP2C9 inhib: 70*; IL1B cytotox: -4; VCAM1 TNFa inh: 8; CYP2C9 act: 0.3

What do the screens show for `COc1ccccc1N1CCN(C(=O)CSc2nc(-c3ccco3)cc(C(F)(F)F)n2)CC1`?
HUVEC tox TNFa: -21; CYP2C19 inh: 44; CYP2C19 act: 0.6; DAT uptake mod: 0.94; Calb biofilm kill: 4; CYP2C9 inhib: 28; IL1B cytotox: -1; VCAM1 TNFa inh: -5; CYP2C9 act: 0.7

Results for Cc1ccc(C)n1-n1cnc2sc3c(c2c1=O)CCCCC3 ?
HUVEC tox TNFa: -16; CYP2C19 inh: 11; CYP2C19 act: 0.9; DAT uptake mod: -0.083; Calb biofilm kill: 4; CYP2C9 inhib: 22; IL1B cytotox: 16; VCAM1 TNFa inh: -15; CYP2C9 act: 0.8

Results for COc1ccc(Cn2cccc(NC(=O)Nc3ccc(C#N)cc3)c2=O)cc1 ?
HUVEC tox TNFa: 0; CYP2C19 inh: 6; CYP2C19 act: 0.9; DAT uptake mod: -0.076; Calb biofilm kill: 8; CYP2C9 inhib: 14; IL1B cytotox: -16; VCAM1 TNFa inh: -12; CYP2C9 act: 0.9

Results for CCn1c(CSc2ncccn2)nnc1SCC(=O)N1c2ccccc2CC1C (stereo unspecified) ?
HUVEC tox TNFa: 3; CYP2C19 inh: 19; CYP2C19 act: 0.8; DAT uptake mod: 0.76; Calb biofilm kill: 5; CYP2C9 inhib: -2; IL1B cytotox: 2; VCAM1 TNFa inh: 7; CYP2C9 act: 1

What do the screens show for `COCCN(Cc1cc2cc3c(cc2nc1Cl)OCO3)C(=O)Nc1ccc(F)cc1`?
HUVEC tox TNFa: -30; CYP2C19 inh: 49; CYP2C19 act: 0.5; DAT uptake mod: 0.37; CYP2C9 inhib: 26; IL1B cytotox: 15; VCAM1 TNFa inh: 2; CYP2C9 act: 0.7

Results for Cc1nc2ncnn2c(C)c1CCC(=O)N1CCN(C(=O)c2ccco2)CC1 ?
HUVEC tox TNFa: 2; CYP2C19 inh: -9; CYP2C19 act: 1.1; DAT uptake mod: 0.8; Calb biofilm kill: 4; CYP2C9 inhib: -9; IL1B cytotox: 5; VCAM1 TNFa inh: 1; CYP2C9 act: 1.1

Results for COc1ccc(OC)c(C2=NOC(C(=O)NCC3CCCO3)C2)c1 (stereo unspecified) ?
HUVEC tox TNFa: -1; CYP2C19 inh: 34; CYP2C19 act: 0.7; DAT uptake mod: 0.46; Calb biofilm kill: -1; CYP2C9 inhib: -133; IL1B cytotox: -34; VCAM1 TNFa inh: 6; CYP2C9 act: 2.3*

Results for Cn1c(CCNC(=O)c2ccco2)nc2cc(NS(=O)(=O)c3ccc(Cl)cc3)ccc21 ?
HUVEC tox TNFa: -15; CYP2C19 inh: 89*; CYP2C19 act: 0.1; DAT uptake mod: 1; Calb biofilm kill: 6; CYP2C9 inhib: 98*; IL1B cytotox: -4; VCAM1 TNFa inh: 5; CYP2C9 act: 0

How did Cn1c(SCc2nc3ccccc3s2)nnc1-c1ccc2c(c1)OCO2 do in these assays?
HUVEC tox TNFa: -2; CYP2C19 inh: 59*; CYP2C19 act: 0.4; DAT uptake mod: 1.6; Calb biofilm kill: 4; CYP2C9 inhib: 8; IL1B cytotox: -24; VCAM1 TNFa inh: 10; CYP2C9 act: 0.9

What do the screens show for `Cc1ccc(/C(N)=N/OC(=O)/C=C/c2ccccc2)cc1`?
HUVEC tox TNFa: 26; CYP2C19 inh: 9; CYP2C19 act: 0.9; DAT uptake mod: -0.78; Calb biofilm kill: 10; CYP2C9 inhib: 24; IL1B cytotox: -1; VCAM1 TNFa inh: 15; CYP2C9 act: 0.8

How did CCCn1nnnc1NCc1ccccc1OCc1cccs1 do in these assays?
HUVEC tox TNFa: -37; CYP2C19 inh: 24; CYP2C19 act: 0.8; DAT uptake mod: -0.083; Calb biofilm kill: -2; CYP2C9 inhib: 42; IL1B cytotox: -13; VCAM1 TNFa inh: -28; CYP2C9 act: 0.6

How did CCN(CC)c1ccc(NC(=O)c2cnn(CC)c2)cc1 do in these assays?
HUVEC tox TNFa: 2; CYP2C19 inh: 7; CYP2C19 act: 0.9; DAT uptake mod: 0.059; Calb biofilm kill: 12; CYP2C9 inhib: -11; IL1B cytotox: -14; VCAM1 TNFa inh: 21; CYP2C9 act: 1.1

How did CC1=CCC2C(=O)N(c3ccc(C)cc3)C(=O)C2C1 (stereo unspecified) do in these assays?
HUVEC tox TNFa: 17; CYP2C19 inh: 64*; CYP2C19 act: 0.4; DAT uptake mod: -0.26; Calb biofilm kill: 8; CYP2C9 inhib: 23; IL1B cytotox: 9; VCAM1 TNFa inh: 14; CYP2C9 act: 0.8

Results for CCc1ccc(CNc2ccc(O)cc2)cc1 ?
HUVEC tox TNFa: -2; CYP2C19 inh: 82*; CYP2C19 act: 0.2; DAT uptake mod: 2.9*; Calb biofilm kill: 5; CYP2C9 inhib: 23; IL1B cytotox: 2; VCAM1 TNFa inh: 14; CYP2C9 act: 0.8

How did Cc1cc(C(=O)N/N=C/c2cccc([N+](=O)[O-])c2)c(C)o1 do in these assays?
HUVEC tox TNFa: 0; CYP2C19 inh: 8; CYP2C19 act: 0.9; DAT uptake mod: 0.89; CYP2C9 inhib: 10; IL1B cytotox: -25; VCAM1 TNFa inh: 17; CYP2C9 act: 0.9

How did COCc1cc(C)nc(N2CCOCC2)c1C#N do in these assays?
HUVEC tox TNFa: 5; CYP2C19 inh: -13; CYP2C19 act: 1.1; DAT uptake mod: -1.3; Calb biofilm kill: 14; CYP2C9 inhib: -36; IL1B cytotox: -3; VCAM1 TNFa inh: -1; CYP2C9 act: 1.4

What do the screens show for `COc1c(C)cc(Br)cc1C(=O)Nc1cccc(NC(=O)c2ccco2)c1`?
HUVEC tox TNFa: -12; CYP2C19 inh: 97*; CYP2C19 act: 0; DAT uptake mod: 0.54; Calb biofilm kill: 5; CYP2C9 inhib: 83*; IL1B cytotox: 87*; VCAM1 TNFa inh: 10; CYP2C9 act: 0.2

Results for O=C(Nc1ccc2oc(-c3ccc4ccccc4c3)nc2c1)c1ccc2c(c1)OCCO2 ?
HUVEC tox TNFa: 0; CYP2C19 inh: 1; CYP2C19 act: 1; DAT uptake mod: -0.51; CYP2C9 inhib: 7; IL1B cytotox: -25; VCAM1 TNFa inh: -9; CYP2C9 act: 0.9

Assay outcomes as filed in PubChem.
